HTT cytoprotect: Huntington cell model cytoprotection by ATP luminescence | 230,000 compounds, 0.14% hits | PC12 HTT-Q103 induced, cytoprotection, ATP luminescence, 40 h | Potency, µM (titrated, usually from 56.4 µM), for inactives: cytoprotection (ATP increase), hits mostly activators;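 note: % of control where 0% means no effect; nearly all actives have a fitted effect of over 45% in size; toxic huntingtin expression switched on by the ecdysone agonist tebufenozide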
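Quantitative HTS on tebufenozide-induced (100 nM) PC12 cells expressing HTTQ103 exon 1–GFP; compounds tested as a concentration series; survival measured via cellular ATP.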
SMN2 splice up: enhancers of SMN2 splice variant expression | HEK293 SMN2-luciferase splicing reporter, luminescence, 30-36 h | Potency, µM (doses to about 46.1 µM), inactives show at the highest dose activity change, positive = activation, hits mostly activators | 210,000 compounds, 2.8% hits; note: % of control where 0% means no effect; nearly all actives have a fitted effect of over 55% in size
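HEK293 cells carry an SMN2 […]–luciferase reporter in which exon 7 inclusion puts luciferase in frame. Cells were plated 10-12 h before compound addition, then incubated 30-36 h at 37C. ONE-Glo luminescence was read; sodium butyrate at 4.5 mM final served as control.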
Tau ThT inhib: tau fibrillization inhibition (ThT binding); recombinant tau K18 P301L, heparin-induced fibrillization, ThT fluorescence; AID 1460; 270,000 compounds, 2.1% hits; Potency, µM (top dose mostly 57.4 µM), for the others: at the highest dose activity, negative = inhibition, usual class: inhibitors; P10636; note: % is set by controls: 0 for no effect and ±100 for the full control effect; nearly all actives have a fitted effect of over 55% in size
Target sequence (P10636 561-689 P618L limits assumed): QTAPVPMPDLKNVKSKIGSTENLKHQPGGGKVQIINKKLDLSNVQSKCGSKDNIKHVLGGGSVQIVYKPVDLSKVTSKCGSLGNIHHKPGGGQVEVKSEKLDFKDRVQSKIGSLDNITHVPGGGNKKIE
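Fibril formation assay: tau K18 P301L at 15 uM with trace Alexa 594 label, heparin inducer 20 uM, pH 7 sodium acetate buffer, 37 C for 6 hr; endpoint ThT signal.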
Tau fluor cs: counter-screen for tau fibril formation inhibitors; Potency, µM (titrated, usually from 57.7 µM), inactives show top-dose activity change, negative = decrease; 280,000 compounds, 0.93% hits; AID 1463; tau K18 P301L (four-repeat tau fragment) Alexa594 fluorescence, heparin fibrillization; note: % is set by controls: 0 for no effect and ±100 for the full control effect; nearly all actives have a fitted effect of over 55% in size
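Human K18 P301L tau (15 uM unlabeled plus 0.24 uM Alexa 594-labeled, final) in 100 mM sodium acetate pH 7 was mixed with compound and 20 uM heparin and incubated 6 hr at 37 C.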
ALDH1A1 block: inhibitors of human aldehyde dehydrogenase 1A1. P00352. Purified ALDH1A1, NADH fluorescence, propionaldehyde substrate. Potency, µM (titrated, usually from 75.3 µM), for inactives: at the highest dose activity, negative = inhibition, hits mostly inhibitors. 220,000 compounds, 7.3% hits. AID 1030; active = well fitted inhibition curve with a large enough effect, not every such curve was filed as active; inconclusive = small, poorly fitted or top-dose-only effect, or another doubt; inactive = no such curve, though single readings can be large or run the other way;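 note: plate controls were no enzyme wells and a reference inhibitor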
Target sequence (P00352 whole entry, looked up): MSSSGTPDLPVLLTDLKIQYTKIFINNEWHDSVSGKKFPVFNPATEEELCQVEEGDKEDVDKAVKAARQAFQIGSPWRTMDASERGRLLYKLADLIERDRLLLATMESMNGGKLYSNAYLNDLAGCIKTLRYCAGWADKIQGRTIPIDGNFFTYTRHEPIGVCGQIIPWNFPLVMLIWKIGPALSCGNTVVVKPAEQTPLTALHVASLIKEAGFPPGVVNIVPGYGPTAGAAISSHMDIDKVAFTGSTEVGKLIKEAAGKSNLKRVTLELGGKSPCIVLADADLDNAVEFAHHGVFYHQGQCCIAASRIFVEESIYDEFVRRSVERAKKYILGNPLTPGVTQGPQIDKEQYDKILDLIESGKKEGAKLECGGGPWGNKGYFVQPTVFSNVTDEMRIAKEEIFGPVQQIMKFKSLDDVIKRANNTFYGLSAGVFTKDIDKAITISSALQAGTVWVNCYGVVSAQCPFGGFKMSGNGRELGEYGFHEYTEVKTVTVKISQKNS
HttQ103 aggreg: mutant huntingtin aggregation inhibition; 220,000 compounds, 1.1% hits; Potency, µM (highest dose often 46.1 µM), inactives show at the top dose activity change, negative = inhibition, most hits filed as inhibitors; AID 1688; PC12 HttQ103-GFP aggregates, Acumen cytometry, 40 h; note: % is set by controls: 0 for no effect and ±100 for the full control effect; nearly all actives have a fitted effect of over 60% in size
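PC12 cells stably carrying ecdysone-inducible HTT exon 1 Q103–GFP were induced with tebufenozide (100 nM final) and treated with library compounds in titration. GFP aggregates in lysates were counted by laser scanning cytometry.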
Tau FP inhib: tau fibrillization inhibition (FP). P10636. K18 P301L tau heparin fibrillization, Alexa594 FP, 6 h. Potency, µM (doses to about 57.7 µM), inactives show at the highest dose activity, negative = inhibition, actives largely listed as inhibitors. 280,000 compounds, 0.39% hits; note: % is set by controls: 0 for no effect and ±100 for the full control effect; nearly all actives have a fitted effect of over 55% in size
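FP of Alexa 594-tau after heparin (20 uM) induction. Substrate: human K18 P301L, 15 uM unlabeled, 0.24 uM labeled. Buffer 100 mM sodium acetate pH 7. 6 hr, 37 C.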
JMJD2E inh: JMJD2E (human) inhibition. Potency, µM (highest dose often 57.1 µM), for inactives: top-dose activity change, negative = inhibition, hits mostly inhibitors. JMJD2E catalytic domain, FDH-coupled NADH fluorescence (FDH is formaldehyde dehydrogenase). B2RXH2. 230,000 compounds, 1.6% hits; active = well fitted inhibition curve with a large enough effect, not every such curve was filed as active; inconclusive = small, poorly fitted or top-dose-only effect, or another doubt; inactive = no such curve, though single readings can be large or run the other way;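 note: 0% = wells with enzyme and -100% = buffer wells without enzyme; nearly all actives have a fitted effect of over 50% in size; many of its hits are not listed in these tables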
Target sequence (B2RXH2 1-337 limits assumed): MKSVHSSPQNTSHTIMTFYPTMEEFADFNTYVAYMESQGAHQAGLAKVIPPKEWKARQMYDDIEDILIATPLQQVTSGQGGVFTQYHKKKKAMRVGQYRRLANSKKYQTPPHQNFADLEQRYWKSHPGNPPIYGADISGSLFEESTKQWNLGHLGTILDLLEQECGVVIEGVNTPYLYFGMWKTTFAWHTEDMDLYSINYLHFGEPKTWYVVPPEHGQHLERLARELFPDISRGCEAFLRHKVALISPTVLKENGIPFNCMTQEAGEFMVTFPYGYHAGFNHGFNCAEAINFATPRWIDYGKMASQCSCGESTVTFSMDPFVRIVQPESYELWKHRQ
An asterisk follows results filed as active; & = joins results of further samples; [ ] = another dose, or the depositor's remark. Unless noted, calls come from the whole dose curve; as a rule, active = well fitted curve in the direction sought with a large enough effect; inconclusive = small, poorly fitted or top-dose-only effect, or another doubt; inactive = no such curve, though single readings can be large; an effect the other way counts as inactive or inconclusive. Potency is the fitted concentration of half-maximal effect.

For Cc1ccc(S(=O)(=O)N2CCCC(C(=O)N(Cc3cccs3)C3CC3)C2)cc1 (stereo unspecified) the results were HTT cytoprotect 12%[10 µM], SMN2 splice up -83%[inhibitor], Tau ThT inhib -14%, Tau fluor cs -9%, ALDH1A1 block 7.1µM*, HttQ103 aggreg inconclusive, Tau FP inhib 9% and JMJD2E inh -6%.
CCOC(=O)C1=C(c2ccccc2)NC(N)=NC1c1ccc(OCc2ccc(C(=O)OC)cc2)cc1 (stereo unspecified) was read as HTT cytoprotect 6%[10 µM], Tau ThT inhib inconclusive, Tau fluor cs -25%, HttQ103 aggreg 5%[9.22 µM], Tau FP inhib -5% and JMJD2E inh 7%.
For O=C(Nc1ccc(Cl)cc1)OCCn1nnnc1C(c1ccccc1Cl)N1CCOCC1 (stereo unspecified) the results were HTT cytoprotect -6%, SMN2 splice up 3%, Tau ThT inhib 4%, Tau fluor cs inconclusive, ALDH1A1 block -10%, HttQ103 aggreg -23%, Tau FP inhib -11% and JMJD2E inh 3%.
`Clc1nc(CN2CCOCC2)nc2sc3c(c12)CCC3` gave HTT cytoprotect -4%, SMN2 splice up 15%, Tau ThT inhib -7%, Tau fluor cs -2%, ALDH1A1 block 7%, HttQ103 aggreg 6%, Tau FP inhib -5% and JMJD2E inh 3%.
For CCOC(=O)C1CCCN(c2c(C(=O)c3ccccc3)cnc3ccccc23)C1 (stereo unspecified) the results were HTT cytoprotect -22%, SMN2 splice up -4%, Tau ThT inhib -15%, Tau fluor cs -10%, ALDH1A1 block inconclusive, HttQ103 aggreg 5%, Tau FP inhib -5% and JMJD2E inh 0%.
`CC1CCC(N2CC(=O)N(Cc3ccc4c(c3)OCO4)C(c3ccc(F)cc3)C2=O)CC1` (stereo unspecified) gave HTT cytoprotect -9%, SMN2 splice up -3%, Tau ThT inhib -22%, Tau fluor cs -8%, ALDH1A1 block -13%, HttQ103 aggreg -31%, Tau FP inhib 3% and JMJD2E inh -4%.
For COc1cc(C(=O)NCc2ccc3c(c2)OCO3)ccc1OCc1c(C)noc1C the results were HTT cytoprotect -21%[10 µM], SMN2 splice up 17%, Tau ThT inhib 5%, Tau fluor cs -12%, ALDH1A1 block 5%, HttQ103 aggreg 9%, Tau FP inhib -4% and JMJD2E inh -1%.
Screening O=C(CSc1oc(-c2ccco2)nc1S(=O)(=O)c1ccc(Br)cc1)c1ccccc1 returned SMN2 splice up -5%, Tau ThT inhib -14%, Tau fluor cs inconclusive and Tau FP inhib -18%.
`Cc1ccc(C(=O)C2COC(=O)C2)cc1` (stereo unspecified) gave HTT cytoprotect -10%, SMN2 splice up 14%, Tau ThT inhib -4%, Tau fluor cs 2%, ALDH1A1 block 3%, HttQ103 aggreg inconclusive, Tau FP inhib -2% and JMJD2E inh -2%.
CCCc1nnc(SCC(=O)O)n1/N=C/c1ccc2c(c1)OCO2 was read as HTT cytoprotect -15%[10 µM], SMN2 splice up -2%, Tau ThT inhib -8%, Tau fluor cs -3%, ALDH1A1 block inconclusive, HttQ103 aggreg 20%, Tau FP inhib 1% and JMJD2E inh inconclusive.
Screening CC(C)(C)C(=O)Nc1nc2nc(-c3ccccc3)cc(=O)n2[nH]1 returned SMN2 splice up 2%, Tau ThT inhib -3%, Tau fluor cs -1% and Tau FP inhib -4%.
OC(CCCCN1CCCCC1)c1ccccc1 (stereo unspecified) was read as HTT cytoprotect 8%[0.074 µM], SMN2 splice up 18%, Tau ThT inhib 2%, Tau fluor cs -1%, ALDH1A1 block 7%, HttQ103 aggreg 0%, Tau FP inhib -5% and JMJD2E inh 10%.

Compounds shown so far that have an aryl thioether with sulfur outside any ring (two):
Screening O=C(CSc1oc(-c2ccco2)nc1S(=O)(=O)c1ccc(Br)cc1)c1ccccc1 returned SMN2 splice up -5%, Tau ThT inhib -14%, Tau fluor cs inconclusive and Tau FP inhib -18%.
CCCc1nnc(SCC(=O)O)n1/N=C/c1ccc2c(c1)OCO2 was read as HTT cytoprotect -15%[10 µM], SMN2 splice up -2%, Tau ThT inhib -8%, Tau fluor cs -3%, ALDH1A1 block inconclusive, HttQ103 aggreg 20%, Tau FP inhib 1% and JMJD2E inh inconclusive.

Next results
For Cc1c(C(=O)Nc2ccc(F)c(F)c2)oc2ccc(S(=O)(=O)N3CCCCC3)cc12 the results were HTT cytoprotect -26%, SMN2 splice up 0%, Tau ThT inhib 8%&9%, Tau fluor cs inconclusive, ALDH1A1 block inconclusive, HttQ103 aggreg -11%, Tau FP inhib inconclusive and JMJD2E inh inconclusive.
`Cc1cccc(NC(=S)NNC(=O)c2csc(C)c2)c1` gave Tau ThT inhib inconclusive, Tau fluor cs -17%, ALDH1A1 block inconclusive, HttQ103 aggreg -11%, Tau FP inhib -2% and JMJD2E inh -7%.
`CCOC(=O)C(Cc1ccc(NC(=O)/C(=C/c2ccc(OC(C)=O)cc2)NC(C)=O)cc1)N1C(=O)c2ccccc2C1=O` (stereo unspecified) gave HTT cytoprotect 11%, SMN2 splice up 3%, Tau ThT inhib inconclusive, Tau fluor cs -29%, ALDH1A1 block -8%, HttQ103 aggreg 14%, Tau FP inhib -4% and JMJD2E inh 0%.
For CCOC(=O)N1CCN(C(=O)/C(=C/c2ccc(Br)cc2)NC(=O)c2ccc(OC)cc2)CC1 the results were HTT cytoprotect 20%[10 µM], SMN2 splice up 27%, Tau ThT inhib -7%, Tau fluor cs -2%, ALDH1A1 block -12%, HttQ103 aggreg 5%, Tau FP inhib -2% and JMJD2E inh -4%.
`Cc1ccc(C(CCN(Cc2ccccc2)C(=O)c2ccco2)c2ccco2)cc1` (stereo unspecified) gave HTT cytoprotect 16%[10 µM], SMN2 splice up -8%, Tau ThT inhib inconclusive, Tau fluor cs -2%, ALDH1A1 block 20µM*, HttQ103 aggreg 22%, Tau FP inhib -2% and JMJD2E inh -12%.
For O=C(NCC(=O)N(Cc1ccco1)C(C(=O)NC1CCCCC1)c1cccnc1)c1ccco1 (stereo unspecified) the results were HTT cytoprotect 2%, SMN2 splice up 23%, Tau ThT inhib -10%, Tau fluor cs -4%, ALDH1A1 block 10%, HttQ103 aggreg 4%, Tau FP inhib -6% and JMJD2E inh 7%.
For COc1ccc(Cl)cc1NC(=S)N1CCN(c2ccccn2)CC1 the results were HTT cytoprotect -16%, Tau ThT inhib inconclusive, Tau fluor cs -16%, ALDH1A1 block 3%, HttQ103 aggreg 8%, Tau FP inhib -4% and JMJD2E inh 4%.
`O=C(COC(=O)c1cccc([N+](=O)[O-])c1)NCc1cccs1` gave HTT cytoprotect -27%, SMN2 splice up -2%, Tau ThT inhib -7%, Tau fluor cs -4%, ALDH1A1 block 0%, HttQ103 aggreg -5%, Tau FP inhib -3% and JMJD2E inh -4%.
Screening O=C(Cc1ccc(F)cc1)NCCc1ccccc1 returned HTT cytoprotect 3%, SMN2 splice up -8%, Tau ThT inhib -5%, Tau fluor cs -3%, ALDH1A1 block 5%, HttQ103 aggreg -14%, Tau FP inhib -1% and JMJD2E inh 7%.
`Cn1ncc([N+](=O)[O-])c1C(=O)NCc1ccccc1` gave HTT cytoprotect 13%[10 µM], Tau ThT inhib -12%, Tau fluor cs -10%, ALDH1A1 block -5%, HttQ103 aggreg 11%[9.22 µM], Tau FP inhib 2% and JMJD2E inh -9%.
COc1ccc(C2(O)CN(c3ccc(C)cc3)C3=[N+]2CCCC3)cc1 (stereo unspecified) was read as HTT cytoprotect 3%, SMN2 splice up -3%, Tau ThT inhib -3%, Tau fluor cs -6%, ALDH1A1 block -2%, HttQ103 aggreg 3%, Tau FP inhib -1% and JMJD2E inh -1%.
Cc1ccc(CNCC(O)(c2ccc(F)cc2)c2ccc(F)cc2)cc1 was read as HTT cytoprotect -32%, SMN2 splice up -25%, Tau ThT inhib -13%, Tau fluor cs -15%, ALDH1A1 block 7%, HttQ103 aggreg inconclusive, Tau FP inhib -4% and JMJD2E inh 7%.
Screening Cc1ccc(F)c(NC(=O)Nc2ccc3snnc3c2)c1 returned SMN2 splice up 6%, Tau ThT inhib 3%, Tau fluor cs inconclusive and Tau FP inhib inconclusive.
Cc1occc1-c1nnc(SCC(=O)c2ccc(Cl)cc2)n1CC1CCCO1 (stereo unspecified) was read as HTT cytoprotect -19%, SMN2 splice up 1%, Tau ThT inhib -12%, Tau fluor cs -2%, ALDH1A1 block -10%, HttQ103 aggreg 21%, Tau FP inhib -3% and JMJD2E inh 5%.
CC(C)NC(=O)CSc1nnc(COc2ccccc2Cl)o1 was read as HTT cytoprotect -4%, SMN2 splice up 9%, Tau ThT inhib -19%, Tau fluor cs -6%, ALDH1A1 block 8%, HttQ103 aggreg -10%[9.22 µM], Tau FP inhib -5% and JMJD2E inh 13%.
CC1CC2(CCCCC2)Nc2ccc3ccccc3c21 (stereo unspecified) was read as HTT cytoprotect 39%[10 µM], SMN2 splice up -37%[inhibitor], Tau ThT inhib inconclusive, Tau fluor cs -25%, ALDH1A1 block inconclusive, HttQ103 aggreg -16%, Tau FP inhib 5% and JMJD2E inh inconclusive.
Screening COc1cc(C2Nc3cc(Cl)c(S(N)(=O)=O)cc3S(=O)(=O)N2)cc(OC)c1OC (stereo unspecified) returned HTT cytoprotect 6%[4.97 µM], SMN2 splice up -12%, Tau ThT inhib 4%, Tau fluor cs 2%, ALDH1A1 block -7%, HttQ103 aggreg -3%, Tau FP inhib 2% and JMJD2E inh -3%.
For c1ccc(-c2cnc(CSc3nnc4ccccn34)o2)cc1 the results were HTT cytoprotect 10%, SMN2 splice up 11µM*, Tau ThT inhib -6%, Tau fluor cs 4%, ALDH1A1 block inconclusive, HttQ103 aggreg -22%, Tau FP inhib 0% and JMJD2E inh -11%.

High-throughput results deposited in PubChem by National Center for Advancing Translational Sciences (NCATS).

This is a subset; the hit share may differ from the screen's.
